GLS inhibitor: blocks human kidney-isoform glutaminase activity; GLS enzymatic activity, qHTS titration; Potency, µM (highest dose often 45.5 µM), for the others: at the highest dose activity change, negative = inhibition, actives largely listed as inhibitors; hit rate 0.21% among 410,000; AID 624170; further: potency means the concentration at half of the fitted maximal effect; on the % scale 0 is the no-effect control and ±100 the full control effect
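Human kidney-isoform GLS in 45 mM KH2PO4 pH 8.2, 0.02% Tween-20, with compound, started with 1mM L-Glutamine (added stock). Glutamate oxidase/HRP/Amplex red coupled fluorescence read at start and after 30 min at RT.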
PI4K2A inh: inhibitors of human PI4K2A; purified PI4K2A, ADP-Glo luminescence, 1 h; stronger effect = lower value; activity change, negative = inhibition, % at 76.9 µM; hit rate 0.13% among 420,000; AID 1346378; in the data active means activity change below about -50%; inconclusive means mostly about -30% to -49%;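 further: -100% = wells without enzyme as full effect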
Target sequence (Q9BTU6 whole entry, looked up): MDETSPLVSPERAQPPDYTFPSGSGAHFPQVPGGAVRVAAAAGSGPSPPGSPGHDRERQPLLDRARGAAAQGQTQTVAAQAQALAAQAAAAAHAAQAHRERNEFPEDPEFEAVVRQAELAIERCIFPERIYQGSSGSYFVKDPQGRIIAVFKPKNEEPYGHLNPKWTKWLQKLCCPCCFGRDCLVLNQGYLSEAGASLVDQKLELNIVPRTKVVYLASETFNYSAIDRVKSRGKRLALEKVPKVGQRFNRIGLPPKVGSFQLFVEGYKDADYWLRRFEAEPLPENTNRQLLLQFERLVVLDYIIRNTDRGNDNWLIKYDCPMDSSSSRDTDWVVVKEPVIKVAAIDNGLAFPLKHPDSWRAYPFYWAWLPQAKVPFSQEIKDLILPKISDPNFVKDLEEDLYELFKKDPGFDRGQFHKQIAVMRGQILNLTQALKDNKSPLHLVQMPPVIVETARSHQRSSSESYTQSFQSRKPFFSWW
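In this quantitative HTS, ADP production by PI4K2A was quantified luminescently after 1 h at ambient temperature; 100 microM adenosine served as plate-quality control.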
JMJD2A Tudor inh: blocks the human JMJD2A Tudor domain; O75164; AlphaScreen JMJD2A-Tudor / H3K4me3 peptide binding; Potency, µM (series often up to 114 µM), for the others: at the highest dose activity change, negative = inhibition, hits mostly inhibitors; hit rate 4.4% among 390,000; AID 504339; further: potency means the concentration at half of the fitted maximal effect; on the % scale 0 is the no-effect control and ±100 the full control effect; nearly all actives have a fitted effect of over 50% in size
RGS4 inhibitor: human RGS4 inhibition. P49798. Potency, µM (series often up to 114 µM), for inactives: top-dose activity change, negative = inhibition, most hits filed as inhibitors. hit rate 0.039% among 390,000. AID 504845. Transcreener GDP fluorescence polarization, RGS4-accelerated GTP hydrolysis; further: potency means the concentration at half of the fitted maximal effect; on the % scale 0 is the no-effect control and ±100 the full control effect; nearly all actives have a fitted effect of over 75% in size; some results filed as inactive show a strong effect at the top dose
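MLSMR compounds (23 nl, pin-transferred) preincubated 10 min at room temperature with a 500nM (2x) first reagent, then RGS4 at 900nM (2x) plus Transcreener GDP mix added; fluorescence polarization (620/688 nm) read before and after 90 min at 30 °C.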
G9a block: blocks human histone lysine methyltransferase G9a | Q96KQ7 | G9a H3K9 monomethylation, AlphaScreen, 2 h | hit rate 8.8% among 350,000 | Potency, µM (series often up to 102 µM), without a hit: at the highest dose activity, negative = inhibition, hits mostly inhibitors; further: potency means the concentration at half of the fitted maximal effect; on the % scale 0 is the no-effect control and ±100 the full control effect; nearly all actives have a fitted effect of over 75% in size
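Readings reflect AlphaScreen signal from monomethyl-H3K9 antibody detection. HMT at 20 nM; substrate b-H3K9 500 nM; cofactor SAM 20 uM; 2 h RT reaction; compounds tested as titrations in qHTS with 15 min preincubation.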
BAZ2B block: blocks human BAZ2B. Q9UIF8. AlphaScreen BAZ2B-H3K14Ac peptide displacement. Potency, µM (doses to about 114 µM), for the others: at the highest dose activity change, negative = inhibition, usual class: inhibitors. hit rate 4.4% among 360,000; further: potency means the concentration at half of the fitted maximal effect; on the % scale 0 is the no-effect control and ±100 the full control effect; nearly all actives have a fitted effect of over 60% in size
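AlphaScreen displacement: compounds (up to 110uM) incubated 30 min at room temperature with a preformed 50 nM BAZ2B/50 nM biotinylated H3K14Ac peptide complex in PBS pH 7.4 with Tween-20. Donor and acceptor beads at 10 ug/mL final added, 20 min light-protected before reading.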
HP1b binding inh: blocks HP1-beta chromodomain binding to methylated histone tails | P83916 | AlphaScreen HP1-beta / biotin-H3K9me3 peptide binding | Potency, µM (highest dose often 114 µM), for the others: at the highest dose activity change, negative = inhibition, usual class: inhibitors | hit rate 0.56% among 390,000 | AID 540317; further: potency means the concentration at half of the fitted maximal effect; nearly all actives have a fitted effect of over 70% in size; inactives centre near 23
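HP1-beta protein (50 nM final) preincubated 30 min at room temperature with biotinylated H3(1-18)K9me3 peptide (50 nM) in PBS pH 7.4, 0.01% Tween-20, then compound added for 30 min. AlphaScreen streptavidin donor/nickel chelate acceptor beads (10 ug/mL final), 30 min dark, luminescence read.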
ALOX12 inh: blocks human arachidonate 12S-lipoxygenase. P18054. purified 12hLO, xylenol orange hydroperoxide absorbance. Potency, µM (doses to about 108 µM), for inactives: top-dose activity change, negative = inhibition, actives largely listed as inhibitors. hit rate 1.1% among 580,000. AID 1671190; further: potency means the concentration at half of the fitted maximal effect; on the % scale 0 is the no-effect control and ±100 the full control effect
Target sequence (P18054 whole entry, looked up): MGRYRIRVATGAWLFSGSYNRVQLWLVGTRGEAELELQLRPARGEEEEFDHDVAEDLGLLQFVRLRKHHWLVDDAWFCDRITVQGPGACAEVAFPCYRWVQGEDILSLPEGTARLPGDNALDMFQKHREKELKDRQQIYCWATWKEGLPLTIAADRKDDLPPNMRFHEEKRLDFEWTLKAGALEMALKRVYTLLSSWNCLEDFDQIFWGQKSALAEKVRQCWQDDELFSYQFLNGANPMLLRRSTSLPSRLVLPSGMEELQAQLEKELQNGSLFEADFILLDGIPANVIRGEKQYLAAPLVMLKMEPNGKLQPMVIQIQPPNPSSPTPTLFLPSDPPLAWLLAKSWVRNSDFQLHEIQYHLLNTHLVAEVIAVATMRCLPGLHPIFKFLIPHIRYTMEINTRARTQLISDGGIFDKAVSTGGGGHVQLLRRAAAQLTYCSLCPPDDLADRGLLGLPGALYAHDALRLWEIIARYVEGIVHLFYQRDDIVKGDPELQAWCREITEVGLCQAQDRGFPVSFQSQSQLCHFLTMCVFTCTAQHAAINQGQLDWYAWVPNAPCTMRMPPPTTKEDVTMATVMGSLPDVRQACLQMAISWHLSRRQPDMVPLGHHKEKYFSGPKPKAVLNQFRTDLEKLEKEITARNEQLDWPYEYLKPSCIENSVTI
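Hydroperoxide product was detected by ferrous iron/xylenol orange as the 573 to 405 nm absorbance ratio. Arachidonic acid at 40 uM (final) was turned over for 30 min at room temperature by 150 nM human 12hLO, pH 7.0 Hepes buffer, after 15 min compound preincubation.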
ERG Ets-DNA blk: blocks human ERG Ets domain binding to DNA; hit rate 0.028% among 370,000; P11308; AID 624246; Potency, µM (highest dose often 76.9 µM), without a hit: top-dose FP activity, negative = inhibition, actives largely listed as inhibitors; fluorescence polarization, His-ERG Ets domain / labelled DNA; active means well fitted inhibition curve with a large enough effect in the polarisation, with a control signal flat; inconclusive means small, poorly fitted or top-dose-only effect, or effect the other way, or a change in a side signal; inactive means no such curve, though single readings can be large or run the other way; the % refers to the polarisation;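 further: polarization taken with two DNA probes labelled with fluorescein and Texas red; potency means the concentration at half of the fitted maximal effect; % of control where 0% means no effect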
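His-tagged ERG Ets domain (1 uM in the protein solution; 300mM KCl, 50mM Tris-HCl, 1mM EDTA, 1mM DTT, pH 7.5) received compound, then a probe mix of 5 nM fluorescein-DNA and 100nM Texas-615-DNA. Fluorescence polarization was read for both dyes.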
Numbers without * were called inactive; i = inactive; u = inconclusive; x = no result given; [ ] = remark or other dose. Unless noted, the call rests on the fitted dose curve; in most records, active means well fitted curve in the direction sought with a large enough effect; inconclusive means small, poorly fitted or top-dose-only effect, or another doubt; inactive means no such curve, though single readings can be large; an effect the other way counts as inactive or inconclusive. Some of the compounds tested; rates above refer to the full screens.

item	GLS inhibitor	PI4K2A inh	JMJD2A Tudor inh	RGS4 inhibitor	G9a block	BAZ2B block	HP1b binding inh	ALOX12 inh	ERG Ets-DNA blk	SMILES
1	3%	1	-19%	0%	-19%	1%	10%	8%	2%	CC(C)(C)N(Cc1ccccc1)C(=O)COC(=O)CN1C(=O)NC2(CCCC2)C1=O
2	3%	-3	-4%	9%	21%[12.7 µM]	9%	8%	10%	8%	COc1cc(S(=O)(=O)NC(C)C)ccc1Cl
3	-2%	0	4%	-19%	1%	-18%	17%	-3%	-9%	CN(C)CCCN(C(=O)c1ccco1)c1nc2c(F)cc(F)cc2s1
4	u	-13	u	u	u	u	-19%	-32%	-10%	C#CCOc1ccc(/C=C2/C(=O)NN(c3ccccc3)C2=O)cc1OC
5	9%	-1	-9%	4%	4%	-1%	9%	-5%	5%	COc1ccc(C(=O)N/C(=C\c2ccccc2)C(=O)NC(CC(C)C)C(=O)O)cc1 (configuration not stated)
6	8%	-4	-18%	-6%	2%	-9%	7%	12%	2%	COc1ccccc1N1CCN(c2nnc(-c3ccc(F)cc3)c3ccccc23)CC1
7	7%	1	-15%	7%	8%[59 µM]	-1%	5%	-8%	8%	COCCOc1ccc(C(F)(F)F)cc1NC(=O)c1ccccc1F
8	-8%	0	-3%	6%	5%[59 µM]	-6%	51%[activator]	-6%	0%	Cc1ccc(NC(=O)CN(C)S(=O)(=O)c2cnc[nH]2)cc1
9	7%	-6	0%	18%	u	8%	17%	-26%	-4%	O=C(O)c1cccc(NC(=O)C23CC4CC(C2)CC(n2cnc(Cl)n2)(C4)C3)c1
10	-12%	6	-13%	-5%	u	7%	23%	-19%	-1%	Cc1occc1C(=O)NCc1ccccc1F
11	-7%	1	8%	-3%	-5%[59 µM]	21%	25%	0%	-1%	COc1cccc(-c2nnc(N(C)C(=O)C3CCOC3)s2)c1 (configuration not stated)
12	9%	4	6%	8%	6%[59 µM]	8%	35%	11%	-1%	CCOC(=O)C1CCC(CN(Cc2c(Cl)cccc2Cl)S(=O)(=O)c2ccc(F)c(C)c2)CC1 (configuration not stated)
13	-3%	-5	-9%	-11%	3%	0%	20%	u	5%	COc1cc(/C=C2/NC(=O)NC2=O)cc(Br)c1OCc1ccccc1
14	16%	-1	1%	-9%	23%[59 µM]	-4%	42%[activator]	4%	-2%	O=C(CN1C(=O)COc2ccc(Cl)cc21)Nc1ccc(F)cc1
15	23%	-1	-11%	-15%	79µM*	2%	15%	u	0%	O=C(O)c1ccc(Cl)c(S(=O)(=O)Nc2ccccc2Cc2ccccc2)c1
16	9%	-1	-3%	-6%	-12%	-3%	40%[activator]	4%	-1%	CCOC(=O)c1c(C)c2c(=O)[nH]cnc2n1-c1ccccc1
17	2%	0	-6%	-10%	-3%[12.7 µM]	8%	45%[activator]	3%	-2%	Cc1ccc(C(C)C)c(OCc2nnc(SCC(=O)Nc3nccs3)n2C)c1
18	5%	-2	-10%	0%	17%	4%	0%	-5%	1%	O=C(c1cc(-c2ccc(Br)cc2)on1)N1CCCCCC1
19	-6%	-64*	-1%	10%	-11%[59 µM]	-24%	11%	-3%	12%	O=C(Nc1cccc(O)c1)C(=O)Nc1ccccn1
20	3%	-1	-13%	-2%	-1%	3%	3%	2%	4%	CCN(C(=O)c1cc(Cl)ccc1Cl)C1CCS(=O)(=O)C1 (configuration not stated)
21	-3%	0	-6%	-7%	-41%	-27%	35%	2%	1%	CSc1ccc(CNCC(O)c2ccccc2)cc1 (configuration not stated)
22	-2%	-5	-10%	-18%	u	u	48%[activator]	-7%[57.4 µM]	x	O=C(NCCN1CCOCC1)C1CCC(CNS(=O)(=O)c2ccc(Cl)cc2)CC1 (configuration not stated)
23	20%	-2	-15%	-2%	x	2%	37%	0%	3%	Cc1c(C(=O)NNc2c(Cl)cccc2Cl)n(C)oc1=O
24	0%	-5	-8%	-19%	13%[12.7 µM]	-3%	61%[activator]	331%[activator]	9%	COc1ccc(S(=O)(=O)N2CCOCC2)cc1NC(=O)c1cc(=O)[nH]c2ccccc12
25	0%	-1	8%	2%	-40%	-15%	21%	13%	-3%	O=S(=O)(Nc1cccc(-n2cnnn2)c1)c1ccccc1F
26	-7%	-5	-10%	-5%	32%	2%	29%	0%	-5%	Cc1ccc(N(CC(=O)N2CCCC2)S(C)(=O)=O)c(C)c1
27	-1%	-5	u	0%	40µM*	u	-9%	-11%	-8%	Cc1nc(N2CCN(Cc3ccc4c(c3)OCO4)CC2)nc2c1C(=O)CC(c1ccco1)C2 (configuration not stated)
28	-17%	-3	-30%	-20%	18%	7%	30%	-15%	-2%	CC1CCN(S(=O)(=O)c2cc(Br)cc(C(=O)NC3=NCCS3)c2)CC1
29	17%	4	-8%	17%	-27%[12.7 µM]	-1%	8%	15%	x	O=S(=O)(Nc1cccc2ccccc12)N1CCCC1
30	2%	4	-6%	3%	5%[59 µM]	2%	26%	-2%	-3%	O=S(=O)(c1ccc(F)cc1)N1CCC(O)(c2ccc3c(c2)OCO3)CC1
31	7%	-3	-19%	28%	-20%[59 µM]	u	17%[57 µM]	u	1%	CC(=O)N1CCc2cc(CNS(=O)(=O)c3ccc(C(C)(C)C)cc3)ccc21
32	0%	-3	-17%	-29%	-50%[12.7 µM]	15%	43%[activator]	3%	x	O=C(NCc1ccco1)c1cnn2c(C(F)(F)F)cc(-c3ccccc3)nc12
33	0%	1	-14%	17%	-30%	-6%	-13%	-21%	7%	CC1CCCCC1NC(=O)CSc1nnnn1C (configuration not stated)
34	0%	-1	-13%	-20%[11.4 µM]	x	-3%	6%	-11%	-4%	CCC(C)N1C(=O)N(C)C2NC(=O)NC21 (configuration not stated)
35	-9%	5	-27%	-17%	-10%[59 µM]	u	23%	0%	7%	COc1ccc(Cn2c(C(=O)O)c(CNCc3ccc(SC)cc3)c3ccc(OC)cc32)cc1
36	2%	-1	-18%	5%	-2%[2.33 µM]	-2%	12%	-2%	1%	Cn1c(SCC(=O)N2CCOCC2)nnc1-c1ccc(Cl)cc1Cl
37	-1%	-1	-13%	5%	-4%	-5%	10%	u	-3%	Cc1ccc2c(c1)Oc1ccc(NC(=O)CCCl)cc1C(=O)N2
38	3%	-1	-12%	-4%	25%[59 µM]	0%	11%	-1%	7%	O=C(CSc1ccc(Cl)cc1)Nc1cccc(-c2nnc(-c3ccco3)o2)c1
39	3%	4	-36%	-6%	-7%	-34%	-14%	-9%	2%	COC(=O)C1=CN(c2ccc(F)cc2)C=C(C(=O)OC)C1c1ccc([N+](=O)[O-])cc1
40	-13%	-1	12%	-1%	-40%[59 µM]	-15%	41%[activator]	-7%	-7%	Cc1ccc(CN2C(=O)CCC2C(=O)NCCN2CCOCC2)cc1 (configuration not stated)
41	-2%	1	u	-7%	-1%[59 µM]	u	-5%	-12%	4%	CC(C)c1ccc(Nc2sc(C(=O)c3ccccc3)c(N)c2S(=O)(=O)c2ccccc2)cc1
42	16%	-4	-8%	-34%	-34%[59 µM]	-4%	16%	u	2%	COc1ccccc1NC(=O)CSc1nc(O)c(C/C=C/c2ccccc2)c(=O)[nH]1
43	-6%	1	-2%	-12%	u	-21%	41%[activator]	x	-2%	COc1ccc(CNC(=O)c2cccc(-c3ccc(C)c4ccccc34)n2)cc1
44	4%	4	-33%	53%	0%[59 µM]	-31%	7%	u	0%	CCc1cccc(CC)c1NC(=O)C1CC(=O)N(c2ccc3c(c2)OCCO3)C1 (configuration not stated)
45	0%	4	u	3%[56.9 µM]	-8%[59 µM]	u	21%	0%	0%	CCC/C(O)=C1\C(=O)CCCC1=NCCc1c(C)[nH]c2ccc(C)cc12
46	-2%	7	-12%	-14%	8%[59 µM]	14%	14%	-21%	-20%	O=C(CSc1nc2c(cnn2-c2ccccc2)c(=O)[nH]1)c1ccc(Cl)cc1
47	-11%	1	-12%	4%	-8%	-13%	22%	-10%	-4%	COCc1ccc(C(=O)NC2CC(C)(C)Cc3c2cnn3-c2ccc(OC)cc2)o1 (configuration not stated)
48	12%	-3	-9%	-14%	x	x	33%	-54%	5%	CCOC(=O)C1=C(C)N(CCC(=O)O)C(=O)NC1c1ccccc1Cl (configuration not stated)
49	3%	1	-3%	-16%	5%	0%	27%	-5%	-2%	O=C(CS(=O)(=O)c1ccccc1)N1CCc2ccccc21
50	0%	-8	-14%	-1%	2%	11%	13%[57 µM]	1%	-6%	Cc1c(Cl)cccc1NC(=S)NCC(c1cccnc1)N(C)C (configuration not stated)
51	6%	-1	-10%	14%	0%[59 µM]	-7%	14%	-18%	-4%	CN(C)/C=C1\N=C(c2ccc(Cl)cc2Cl)OC1=O
52	7%	-2	-8%	8%	-7%	29%	19%	i	3%	CC(C)C(=O)Nc1c(-c2cccc(Cl)c2)c(=O)c2ccccc2n1C

Entries above shown as hits in G9a block:
item	GLS inhibitor	PI4K2A inh	JMJD2A Tudor inh	RGS4 inhibitor	G9a block	BAZ2B block	HP1b binding inh	ALOX12 inh	ERG Ets-DNA blk	SMILES
15	23%	-1	-11%	-15%	79µM*	2%	15%	u	0%	O=C(O)c1ccc(Cl)c(S(=O)(=O)Nc2ccccc2Cc2ccccc2)c1
27	-1%	-5	u	0%	40µM*	u	-9%	-11%	-8%	Cc1nc(N2CCN(Cc3ccc4c(c3)OCO4)CC2)nc2c1C(=O)CC(c1ccco1)C2 (configuration not stated)

Source: PubChem (National Center for Advancing Translational Sciences (NCATS))
